PP1 inh = PP1-alpha (human) inhibition in PP5 counter-screen | P62136 | purified PP1alpha, OMFP fluorescence | inhibition, % at 6.7 µM | hit rate 0.9% among 320,000;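 active = inhibition above the mean inhibition of all tested compounds plus 3 SD, computed separately for each screening campaign, cut at about 15% in these data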
Target sequence (P62136 whole entry, looked up): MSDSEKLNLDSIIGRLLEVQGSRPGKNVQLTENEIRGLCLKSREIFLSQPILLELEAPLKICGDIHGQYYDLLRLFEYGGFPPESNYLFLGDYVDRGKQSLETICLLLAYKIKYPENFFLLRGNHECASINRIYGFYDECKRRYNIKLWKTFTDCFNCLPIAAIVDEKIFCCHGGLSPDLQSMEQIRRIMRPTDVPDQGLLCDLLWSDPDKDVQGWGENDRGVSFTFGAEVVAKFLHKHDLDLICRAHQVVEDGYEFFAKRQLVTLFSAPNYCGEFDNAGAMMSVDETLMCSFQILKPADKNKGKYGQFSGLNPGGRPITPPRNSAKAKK
HCV core dimer = HCV core protein dimerization inhibition; hit rate 0.33% among 300,000; TR-FRET GST/Flag-core106 dimerization, 1536-well; inhibition, % at 5 µM; AID 1899;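 active = inhibition above the mean of all tested compounds plus 3 SD, set per screening campaign, cut at about 45% in these data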
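Material: Tagged HCV core106 pair (GST and Flag) | Amount: GST-core106 13.5 nM, Flag-core106 17 nM | Medium: KF-containing HEPES buffer, pH 7.45, DTT, CHAPS, BSA | Reagent: Eu donor and XL665 acceptor anti-tag antibodies | Schedule: 4 h at 22.5 °C | Technique: Time-resolved FRET, ex 340 nm, em 617 and 671 nm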
JMJD2C inh = blocks human GASC-1 demethylase activity; inhibition, % at 2.35 µM; hit rate 0.069% among 330,000; GST-JMJD2C(1-420) H3K9me3 demethylation, DELFIA europium;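 active = more than half of a compound's replicate wells show inhibition beyond 50%, single wells judged on their own value; inconclusive = some, but no more than half, of replicates pass 50% inhibition; inactive = no replicate passes 50% inhibition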;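 also: signal counts dimethyl H3K9 product captured on neutravidin plate; 0% = median of DMSO wells and 100% = 0.3 times that DMSO median; strong numbers were not always called active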
CTSL1 counter = blocks F. hepatica cathepsin L1 in PFM18AAP counter-screen; recombinant F. hepatica cathepsin L1, Z-Leu-Arg-MCA fluorescence; inhibition, % at 5.96 µM; hit rate 0.49% among 300,000; AID 1906;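 active = inhibition above the mean of all tested compounds plus 3 SD, set per screening campaign, cut at about 17% in these data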;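 also: 0% = plate median of test compound wells and 100% = 1 µM Z-Phe-Ala-diazomethylketone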
VLA-4 inh = inhibition in a human VLA-4 binding assay; P13612; VLA-4 expressing cells, ligand binding flow cytometry; inhibition, % (about 7 µM as worked out from the volumes in the protocol); hit rate 0.2% among 330,000; AID 2557; in the data active = inhibition above about 50%
proCasp3 act = procaspase-3 (human) activation; P42574; recombinant procaspase-3 D3A, Ac-DEVD-pNA absorbance 405 nm; activation, % at 8.5 µM; hit rate 0.11% among 330,000;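 active = activation above the mean of all tested compounds plus 3 SD, cut at about 21% in these data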;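 also: 0% = DMSO alone and 100% = DMSO wells spiked with extra 5 µM PC-3 D3A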
Target sequence (P42574 whole entry D9A/D28A/D175A): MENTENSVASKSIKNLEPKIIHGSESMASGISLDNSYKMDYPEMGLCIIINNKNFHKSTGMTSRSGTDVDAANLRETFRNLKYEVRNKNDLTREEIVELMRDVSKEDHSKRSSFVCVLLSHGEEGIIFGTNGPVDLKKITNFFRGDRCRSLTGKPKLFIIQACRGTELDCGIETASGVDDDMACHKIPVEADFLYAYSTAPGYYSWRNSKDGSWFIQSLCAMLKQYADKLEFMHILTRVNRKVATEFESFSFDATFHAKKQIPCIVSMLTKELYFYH
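assay system = Procaspase-3 D3A mutant | signal = absorbance at 405 nm, 0 and 120 min | times = 1 h preincubation plus 2 h reaction at 25 °C | repeats = single replicate | read-out = % activation between DMSO and enzyme-spiked controls | medium = Zinc-free HEPES saline buffer with Triton X-100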
GRK2 inh = inhibitors of human GRK2 displacing RNA aptamer; hit rate 0.59% among 330,000; bead flow cytometry, FAM-aptamer displacement from GRK2; inhibition of aptamer binding, % at 10 µM; AID 488847;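 active = inhibition of aptamer binding above 40%, roughly 3 SD of noise, on plates passing a quality check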;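 also: median bead fluorescence of bound FAM aptamer so fluorescent compounds give negative values; no value below 0 was filed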
procasp7 counter = counter-screen for procaspase-3 activators: activators of human procaspase-7. P55210. recombinant procaspase-7, Ac-DEVD-pNA absorbance 405 nm; D23A/D198A/D206A triple mutant, cannot self-cleave; scale: DMSO 0, 5 µM enzyme 100. activation, % at 8.5 µM. hit rate 0.093% among 330,000;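 active = percent activation above the screen-wide mean plus 3 SD, cut at about 25% in these data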
Target sequence (P55210 whole entry D23A/D198A/D206A): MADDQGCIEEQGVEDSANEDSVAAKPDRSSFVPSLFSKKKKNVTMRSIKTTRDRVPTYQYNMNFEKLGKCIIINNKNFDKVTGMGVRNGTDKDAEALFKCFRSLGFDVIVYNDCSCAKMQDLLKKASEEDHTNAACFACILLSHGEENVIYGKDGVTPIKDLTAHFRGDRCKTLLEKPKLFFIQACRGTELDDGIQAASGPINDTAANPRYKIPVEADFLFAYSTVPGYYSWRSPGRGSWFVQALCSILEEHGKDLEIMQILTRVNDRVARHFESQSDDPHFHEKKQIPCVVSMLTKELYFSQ
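Test system: Procaspase-7 triple mutant (PC-7 D3A). Also added: Ac-DEVD-pNA substrate, 400 µM as added. Schedule: 1 h enzyme–compound preincubation and 2 h substrate reaction, both 25 °C. Signal: p-Nitroaniline absorbance at 405 nm, read at 0 and 120 min. Control set: low DMSO alone, high DMSO plus 5 µM PC-7.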
PP5 primary = blocks human protein phosphatase 5 activity; purified PP5c, OMFP substrate fluorescence; hit rate 0.18% among 320,000; inhibition, % at 6.7 µM; P53041; AID 1987;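 active = inhibition above the campaign's mean inhibition across all tested compounds plus 3 SD, cut at about 9.5% in these data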;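 also: 0% = DMSO only and 100% = 100 µM cantharidin control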
The depositor's hits bear a star; u = inconclusive; x = no result given.

1) Cc1ccc(C(=O)COC(=O)c2cnccn2)cc1[N+](=O)[O-]
2) CCC(C)NC(=O)Cn1c(=O)sc2ccccc21 (stereo not drawn)
3) COCCNC(=O)c1onc(CSc2ccccc2C)c1C(=O)O
4) O=C(Nc1ccccc1N1CCOCC1)C1=COCCO1
5) COc1ccc(C(=O)COc2ccc(C)cc2NC(C)=O)cc1
6) COc1ccccc1OCC(=O)Nc1ccc2c(c1)n(C)c(=O)n2C

Screen / compound no.,1,2,3,4,5,6
PP1 inh,3.0,-4.8,1.9,-0.3,-6.1,0.7
HCV core dimer,2.8,0.2,-21.8,-1.6,-0.9,-4.6
JMJD2C inh,14.3,-2.6,-11.5,11.2,-6.0,-7.3
CTSL1 counter,-14.5,4.3,5.5,1.4,1.5,-1.9
VLA-4 inh,-12.4,-2.0,x,0.1,5.6,0.1
proCasp3 act,6.4,2.7,0.0,13.4,-0.1,5.4
GRK2 inh,2.0,0.0,x,2.0,4.0,1.0
procasp7 counter,0.7,-3.5,-0.4,-7.9,4.6,11.8
PP5 primary,-1.6,0.0,3.5,1.1,2.0,-0.3

7) COC(=O)c1cc2c(C)c(C)c3ccccn3c-2c1C(=O)OC
8) CCc1ccc(NC(=O)Cn2ncc3c4ccccc4n(C)c3c2=O)cc1
9) COc1ccc(O)c(/C=N/NC(=S)NCCc2ccccc2)c1
10) CC(C)c1nc(NCC2CCCO2)c(C#N)c2c1COC(C)(C)C2 (stereo not drawn)
11) CCCCn1c(N)c(N(CCOC)C(=O)c2cc(-c3ccc(OC)c(OC)c3)nc3ccccc23)c(=O)[nH]c1=O
12) CC(C)(O)CCCC(C)(O)c1ccc(C(=O)O)cc1O (stereo not drawn)

Screen / compound no.,7,8,9,10,11,12
PP1 inh,-1.6,23.6*,3.1,-1.9,-6.1,-2.9
HCV core dimer,26.9,11.2,-1.6,2.8,0.1,-0.9
JMJD2C inh,-2.8,12.8,13.4,-4.5,2.2,-1.4
CTSL1 counter,6.3,-1.5,3.0,-2.3,0.8,1.2
VLA-4 inh,0.0,23.7,9.7,-5.6,7.2,-0.2
proCasp3 act,-4.0,7.7,2.4,-9.2,-9.8,3.4
GRK2 inh,4.0,0.0,0.0,0.0,1.0,4.0
procasp7 counter,-5.4,0.7,-13.6,9.5,8.5,9.9
PP5 primary,0.5,-2.8,6.0,1.7,0.6,2.6

13) Cn1c2c(c(=O)n(C)c1=O)C(c1ccccc1Cl)C(C#N)=C(N)O2 (stereo not drawn)
14) O=C(NCCc1nc2ccccc2[nH]1)/C(=C/c1ccc2c(c1)OCO2)NC(=O)c1ccc(Cl)cc1Cl
15) COc1ccc(S(=O)(=O)N2CCOC2CNC(=O)C(=O)NCc2ccc3c(c2)OCO3)cc1 (stereo not drawn)
16) NS(=O)(=O)c1ccc(NC(=O)COC(=O)CN2C(=O)C3CC=CCC3C2=O)cc1 (stereo not drawn)
17) CCCSc1ccc([C@@H]2[C@@H]3C(=O)N(CC)C(=O)[C@@H]3[C@]3(C(=O)OC)CCCCN23)cc1OC
18) CC1CCN(S(=O)(=O)c2cc(F)ccc2CN2C(=O)c3cccnc3C2=O)CC1

Screen / compound no.,13,14,15,16,17,18
PP1 inh,-7.4,-0.9,0.0,-2.3,x,10.3
HCV core dimer,1.4,-0.3,7.4,x,x,-2.7
JMJD2C inh,5.8,12.2,-1.3,3.2,x,8.1
CTSL1 counter,-2.3,0.7,0.4,x,x,-0.1
VLA-4 inh,8.7,25.2,12.6,2.3,7.9,-0.8
proCasp3 act,-2.0,5.4,5.4,3.8,0.0,3.8
GRK2 inh,2.0,0.0,1.0,3.0,1.0,1.0
procasp7 counter,4.3,5.4,5.3,-3.3,2.5,6.3
PP5 primary,1.4,4.0,-1.4,1.3,x,-1.4

19) Cc1c(NC(=O)Cc2noc3ccccc23)cccc1[N+](=O)[O-]
20) Cc1cc(=O)n2cc(-c3ccccc3)nc2[nH]1
21) Cc1ccc(/C(O)=C2\C(=O)C(=O)N(c3cc(C)on3)C2c2cccc(Br)c2)cc1 (stereo not drawn)
22) N#Cc1c(-c2ccccc2)cc(-c2cccs2)nc1SCC(=O)O
23) CCOc1ccccc1C(=S)NC1CCCCC1
24) CC1(C)C(=O)OC(c2cccn2-c2ccc([N+](=O)[O-])cc2)C2(CCCCC2)C1=O (stereo not drawn)

Screen / compound no.,19,20,21,22,23,24
PP1 inh,-2.0,-1.5,5.2,7.8,2.2,-1.8
HCV core dimer,-5.6,-4.1,7.0,-12.5,9.6,-9.5
JMJD2C inh,11.7,-3.4,-3.5,-4.5,1.4,-0.8
CTSL1 counter,0.8,1.0,-0.7,0.4,-3.6,-2.4
VLA-4 inh,8.8,-12.5,-1.4,-1.7,3.3,4.1
proCasp3 act,4.5,8.0,9.8,-4.6,-6.3,-3.9
GRK2 inh,0.0,1.0,6.0,0.0,0.0,3.0
procasp7 counter,1.3,-2.0,8.4,-6.9,-7.6,-0.8
PP5 primary,1.4,1.6,1.8,-0.6,0.4,3.0

25) O=Cc1c(F)cccc1N1CCCC1
26) O=S(=O)(c1ccc(F)cc1)N1CCN(c2ncccn2)CC1
27) COc1ccc(CCNC(=O)CSc2nnnn2C)cc1OC
28) CC(=O)Oc1ccc(/C=C(\NC(=O)c2ccco2)C(=O)NCc2ccccc2)cc1
29) CCN1C(=NCC2CC2)N[C@@H](c2ccccc2)C(C(=O)OC)=C1C
30) Brc1ccccc1-c1nnc(COc2ncnc3c2cnn3-c2ccccc2)o1

Screen / compound no.,25,26,27,28,29,30
PP1 inh,0.2,-1.8,-1.6,-2.3,x,-0.2
HCV core dimer,3.2,-1.1,-2.6,-3.0,x,24.2
JMJD2C inh,-38.6,-0.6,-3.1,3.7,3.0,8.8
CTSL1 counter,-5.3,-1.8,-3.9,2.5,x,-1.9
VLA-4 inh,6.0,16.6,9.6,2.0,4.7,-0.5
proCasp3 act,-3.8,-1.1,3.1,8.5,-2.9,-6.5
GRK2 inh,0.0,0.0,4.0,0.0,0.0,0.0
procasp7 counter,3.7,1.1,2.6,4.5,-6.1,-4.5
PP5 primary,-1.1,3.5,0.7,-1.4,x,3.5

31) CCCN1Cc2cccc(C(=O)N3CCN(c4ccc(OC)cc4)CC3)c2C1=O
32) CC1CCN(Cc2c(C#N)c3ccccc3n2C)CC1
33) CCSc1nc2c(c(=O)n1CC)SC(C)C2 (stereo not drawn)
34) CCCOC1CCCN(C(=O)c2ccc(OC3CCN(Cc4ccccn4)CC3)cc2)C1 (stereo not drawn)
35) CCN(c1ccccc1)S(=O)(=O)c1ccc(Oc2ccccc2C(C)=O)nc1
36) COc1ccc(S(=O)(=O)Nc2c3ccccc3nc(=O)n2-c2ccccc2)cc1

Screen / compound no.,31,32,33,34,35,36
PP1 inh,-5.0,0.8,-0.8,0.2,x,-4.3
HCV core dimer,-3.2,4.3,-3.4,-10.5,x,3.9
JMJD2C inh,4.2,3.7,0.7,-12.8,6.2,-6.8
CTSL1 counter,-2.3,-3.5,1.2,-2.6,x,-0.7
VLA-4 inh,-3.8,13.8,-1.9,-13.2,2.6,-7.8
proCasp3 act,5.2,6.8,2.8,1.7,-0.3,11.9
GRK2 inh,0.0,0.0,0.0,0.0,0.0,0.0
procasp7 counter,1.1,17.0,6.9,-6.0,9.8,10.1
PP5 primary,0.3,3.1,3.0,-6.0,x,-0.4

37) Cn1c(NCC2CCCO2)nc2c1c(=O)n(Cc1ccccc1)c(=O)n2C (stereo not drawn)
38) CCN(CC)CCCn1c2c(c(SCC(=O)Nc3ccc4c(c3)OCCO4)nc1=O)CCC2
39) CCC(=O)Nc1cccc(Br)c1
40) c1ccc(NCc2nc3ccccc3n2CCOc2ccccc2)cc1
41) Cc1ccc(C(=O)C2CCNCC2)cc1
42) CC1=C(C(=O)OCCOc2ccccc2)C(c2coc3ccccc3c2=O)C2=C(CCCC2=O)N1 (stereo not drawn)

Screen / compound no.,37,38,39,40,41,42
PP1 inh,-0.1,0.6,1.0,4.7,-3.0,-3.7
HCV core dimer,-0.8,2.5,-2.3,-10.7,2.4,0.1
JMJD2C inh,u,-1.2,0.1,3.3,2.7,19.7
CTSL1 counter,-1.3,-1.1,-0.8,2.6,-1.5,-4.0
VLA-4 inh,6.1,-0.1,-6.7,-0.1,22.0,-7.0
proCasp3 act,5.5,-1.5,1.0,4.5,8.2,-0.3
GRK2 inh,4.0,1.0,0.0,2.0,2.0,0.0
procasp7 counter,-10.3,0.0,1.8,10.1,-7.7,-1.1
PP5 primary,-0.9,2.0,-0.3,6.0,0.4,1.6

43) C=CCn1c(COc2ccccc2)nnc1SCC(=O)N/N=C/c1ccc(C)cc1
44) O=C(O)c1oc2ccccc2c1CSCc1ccccc1
45) Cc1ccc(NC(=S)NNc2ccc([N+](=O)[O-])cc2S(=O)(=O)Nc2ccccc2C(=O)O)cc1C
46) O=C(Cn1cnc2ccccc2c1=O)NCc1ccco1

Screen / compound no.,43,44,45,46
PP1 inh,3.5,-1.2,16.7*,-0.2
HCV core dimer,8.4,4.9,11.1,-0.1
JMJD2C inh,-46.7,12.9,9.0,-10.0
CTSL1 counter,-5.3,-1.7,3.7,-1.6
VLA-4 inh,1.8,9.4,-379.8,1.9
proCasp3 act,1.0,-5.8,-11.2,2.9
GRK2 inh,2.0,5.0,0.0,0.0
procasp7 counter,2.3,-1.6,-25.4,-8.0
PP5 primary,3.5,-0.5,9.6,0.1

Sorted by formula weight (low to high): 5 of the compounds above
25) O=Cc1c(F)cccc1N1CCCC1
39) CCC(=O)Nc1cccc(Br)c1
28) CC(=O)Oc1ccc(/C=C(\NC(=O)c2ccco2)C(=O)NCc2ccccc2)cc1
34) CCCOC1CCCN(C(=O)c2ccc(OC3CCN(Cc4ccccn4)CC3)cc2)C1 (stereo not drawn)
17) CCCSc1ccc([C@@H]2[C@@H]3C(=O)N(CC)C(=O)[C@@H]3[C@]3(C(=O)OC)CCCCN23)cc1OC

Screen / compound no.,25,39,28,34,17
PP1 inh,0.2,1.0,-2.3,0.2,x
HCV core dimer,3.2,-2.3,-3.0,-10.5,x
JMJD2C inh,-38.6,0.1,3.7,-12.8,x
CTSL1 counter,-5.3,-0.8,2.5,-2.6,x
VLA-4 inh,6.0,-6.7,2.0,-13.2,7.9
proCasp3 act,-3.8,1.0,8.5,1.7,0.0
GRK2 inh,0.0,0.0,0.0,0.0,1.0
procasp7 counter,3.7,1.8,4.5,-6.0,2.5
PP5 primary,-1.1,-0.3,-1.4,-6.0,x

Bioassay records from PubChem BioAssay.
